PAX8 reporter = PAX8 transcriptional activity inhibition | actives 1.2% (n = 360,000) | RMG-I TPO-luciferase reporter, SteadyGlo, 24 h | AID 652154 | inhibition, % at 12.6 µM;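 active = mean replicate inhibition at least 60% with every replicate also reaching 60%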;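 also: luciferase light reporting Pax8 driven TPO promoter activity; plate controls were median of neutral control wells for no effect and mitoxantrone controls for full effect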
Cneo AK release = Cryptococcus neoformans lysis via adenylate kinase release | actives 0.2% (n = 360,000) | lysis activity, % at 15 µM | AID 651654 | C. neoformans lysis, adenylate kinase release luminescence, 4 h; normalised: neutral wells 0, clomiphene wells 100;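 active = mean lysis activity across replicates of at least 80%, whatever share of replicates individually reach that level; inactive = mean lysis activity below 80%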
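Assay system: Cryptococcus neoformans yeast cells / Dosing: single-point compound dose / Timing: 4 h at 37 °C static, read 1 h later / Measured by: luminescence of released adenylate kinase using an AK detection reagent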
C2C12 statin = protects C2C12 myotubes from simvastatin toxicity | ATP luminescence, 48 h; scaled: DMSO 0, geranylgeraniol control 100 | rescue of ATP level, % at 7.49 µM | actives 0.78% (n = 330,000) | AID 602340;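 active = mean ATP rescue above about 67%, or every replicate alone reaching that limit, limit read from the data, passing the limit was not always enough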;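 also: myotubes were challenged with 10 µM simvastatin during compound exposure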
PGC1a acetyl inh = PGC1a acetylation modulation, inhibitor mode; U2OS PGC1a acetylation, AlphaScreen anti-acetyl-lysine; with virally co-expressed GCN5 acetyltransferase; inhibition, % at 15.6 µM; actives 0.17% (n = 350,000); AID 651687;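 active = every replicate shows inhibition of at least 40%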;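 also: 0% = neutral control wells and 100% = positive control wells; some results beyond the cut were filed as inactive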
ARNT-TACC3 inh = disruptors of human ARNT/TACC3 interaction; AID 623870; Q9Y6A5; inhibition, % at 9.99 µM; AlphaScreen His-ARNT PAS-B/GST-TACC3 binding, luminescence; TACC3 fragment carries E629A point mutation; actives 0.66% (n = 390,000);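 active = mean inhibition of replicates at least 50% and at least half of replicates each reaching 50%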;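 also: 0% = complete ARNT plus TACC3 wells and 100% = ARNT alone without TACC3; many hits fall short of the cut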
PglD DTNB = PglD (C. jejuni) enzyme inhibition | purified PglD enzyme, DTNB colorimetric CoA detection | inhibition, % at 12.5 µM | actives 0.098% (n = 360,000) | AID 602405; in the data active = inhibition above about 16%, passing the limit was not always enough; also: strong numbers were not always called active
LGR2 antag = inhibitors of bursicon-induced Drosophila LGR2 receptor cAMP signaling. inhibition, % at 9.99 µM. actives 0.35% (n = 380,000). HEK293 LGR2, CRE-luciferase, bursicon-stimulated, 4 h;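 active = drop in luminescence signal, shown as inhibition above about 50% in the replicate tests, limit read from the data, passing the limit was not always enough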;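 also: agonist challenge used bursicon conditioned medium at about half maximal strength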
INS-1E GSIS act = primary screen for activators of insulin secretion dependent on glucose, INS-1E cells, GLuc reporter luminescence. activation, % at 16.6 µM. actives 0.61% (n = 370,000). INS-1E GLuc reporter insulin secretion, 2-3 h. AID 743287;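 active = lowest replicate activation of at least 40%, so every replicate reaches that level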;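 also: 0% = median of neutral control wells and 100% = median of IBMX positive control wells; some compounds called inactive have numbers as strong as hits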
Starred values were filed as active, the others as inactive.

How did O=S(=O)(NC1CCN(Cc2ccc(OCCO)cc2)CC1)c1cc(Cl)ccc1Cl do in these assays?
Cneo AK release: -1.6; PGC1a acetyl inh: -14.5; ARNT-TACC3 inh: 7.6; PglD DTNB: -4.2

How did N#C/C(=C\c1c(Cl)cccc1Cl)c1nc2ccccc2[nH]1 do in these assays?
PAX8 reporter: 17.8; Cneo AK release: -1.6; C2C12 statin: -15.2; PGC1a acetyl inh: -6.4; ARNT-TACC3 inh: -5.4; PglD DTNB: 7.1; LGR2 antag: 0.4; INS-1E GSIS act: -32.2

Results for CCOC(=O)C1(CC2CCCCO2)CCN(S(=O)(=O)c2c(C)nn(C)c2C)CC1 (stereo not drawn) ?
PAX8 reporter: 11.7; Cneo AK release: 2.3; ARNT-TACC3 inh: -3.4; PglD DTNB: 5.7; LGR2 antag: -18.6

What do the screens show for `O=C(N[C@@H]1C=C[C@H](CC(=O)N2CCN(c3ccccc3)CC2)O[C@H]1CO)c1ccncc1`?
PAX8 reporter: -25.9; Cneo AK release: 18.3; C2C12 statin: -15.2; PGC1a acetyl inh: -10.7; ARNT-TACC3 inh: -4.7; PglD DTNB: -9.1; LGR2 antag: -13.3; INS-1E GSIS act: -0.9

How did Cc1ccc(NC(=O)COc2ccccc2[N+](=O)[O-])nc1 do in these assays?
PAX8 reporter: -28.1; Cneo AK release: -11.3; C2C12 statin: -3.8; PGC1a acetyl inh: 4.4; ARNT-TACC3 inh: -7.2; PglD DTNB: 5.7; LGR2 antag: 53.9*; INS-1E GSIS act: -0.1

Results for O=C(NCCc1c[nH]c2ccccc12)OCCSS(=O)(=O)O ?
PAX8 reporter: -5.0; Cneo AK release: 2.2; C2C12 statin: 4.4; ARNT-TACC3 inh: 20.4; PglD DTNB: 0.6; LGR2 antag: 6.1; INS-1E GSIS act: -1.0

What do the screens show for `Cc1nc2c(cc1NC(=O)C(C)(C)C)nc(C)n2Cc1ccccc1`?
PAX8 reporter: 2.8; Cneo AK release: -2.1; C2C12 statin: 2.0; ARNT-TACC3 inh: 0.5; PglD DTNB: -3.7; LGR2 antag: -0.4; INS-1E GSIS act: 1.6

What do the screens show for `CCN(C(=O)CSc1ccccn1)C1CCCCC1`?
PAX8 reporter: -31.5; Cneo AK release: 0.5; C2C12 statin: 7.4; ARNT-TACC3 inh: -0.2; PglD DTNB: 1.5; LGR2 antag: -4.3; INS-1E GSIS act: 0.1

Results for COc1cccc(NC(=S)N(CCCN2CCOCC2)C(C)c2cc3ccccc3o2)c1 (stereo not drawn) ?
PAX8 reporter: 5.1; Cneo AK release: 1.8; C2C12 statin: -2.9; PGC1a acetyl inh: -8.8; ARNT-TACC3 inh: 1.4; PglD DTNB: -6.3; LGR2 antag: 17.8; INS-1E GSIS act: -16.8

How did Nc1nc(Cl)nc2c1ncn2[C@H]1C[C@H](O)[C@@H](CO)O1 do in these assays?
PAX8 reporter: 18.2; Cneo AK release: 0.7; C2C12 statin: -3.9; PGC1a acetyl inh: -67.8; ARNT-TACC3 inh: -3.0; PglD DTNB: -1.8

What do the screens show for `C=CCN(C(=O)CCC(=O)Nc1cc(C)on1)C(C(=O)NC1CCCC1)c1ccc(OC)c(OC)c1` (stereo not drawn)?
PAX8 reporter: -6.8; Cneo AK release: -1.1; C2C12 statin: -0.8; ARNT-TACC3 inh: -2.9; PglD DTNB: -1.9; LGR2 antag: -3.1; INS-1E GSIS act: -2.6

How did CN(CC(=O)Nc1cccc(F)c1)CC(=O)Nc1cccc([N+](=O)[O-])c1 do in these assays?
PAX8 reporter: 16.6; PGC1a acetyl inh: 2.7; ARNT-TACC3 inh: -0.5; LGR2 antag: 3.1; INS-1E GSIS act: -28.7

What do the screens show for `O=C(C[C@@H]1C[C@H]2c3cc(NC(=O)C4CCOCC4)ccc3O[C@H]2[C@H](CO)O1)NCCc1ccccc1`?
PAX8 reporter: 4.5; Cneo AK release: -6.8; C2C12 statin: 4.8; PGC1a acetyl inh: -6.7; ARNT-TACC3 inh: -9.4; PglD DTNB: 0.5; LGR2 antag: -15.4; INS-1E GSIS act: -7.0

What do the screens show for `O=C(COC(=O)Cc1c(F)cccc1Cl)NC1CCS(=O)(=O)C1` (stereo not drawn)?
PAX8 reporter: -6.3; Cneo AK release: -1.5; C2C12 statin: -12.3; PGC1a acetyl inh: 7.4; PglD DTNB: -2.9; LGR2 antag: -5.8; INS-1E GSIS act: 32.4

Results for CCOc1ccc(-c2c(C(=O)N/N=C/c3ccccc3)nnn2-c2nonc2N)cc1 ?
PAX8 reporter: -1.4; C2C12 statin: -2.5; PGC1a acetyl inh: -2.7; ARNT-TACC3 inh: -6.3; LGR2 antag: 10.5; INS-1E GSIS act: 1.9

How did C/C(=N\NC(=O)c1c(Cl)c(C)nn1C)c1ccc(NC(=O)C2CCC2)cc1 do in these assays?
PAX8 reporter: 5.2; Cneo AK release: 7.0; C2C12 statin: -96.6; PGC1a acetyl inh: -10.4; ARNT-TACC3 inh: -3.1; PglD DTNB: -2.8; LGR2 antag: -7.8; INS-1E GSIS act: -7.2

How did C[C@@H]1CN([C@H](C)CO)C(=O)c2cc(C#C[C@@H](C)O)cnc2O[C@H]1CN(C)Cc1cccc(F)c1 do in these assays?
Cneo AK release: 15.1; C2C12 statin: 7.5; PGC1a acetyl inh: 2.3; ARNT-TACC3 inh: -1.8; PglD DTNB: 1.4; LGR2 antag: 9.9; INS-1E GSIS act: 12.6

How did COC(=O)c1ccc(C)c(NC(=O)c2nn(C)c(=O)c3ccccc23)c1 do in these assays?
Cneo AK release: -4.8; C2C12 statin: 31.7; PGC1a acetyl inh: 12.7; ARNT-TACC3 inh: 3.8; PglD DTNB: 0.8; LGR2 antag: -12.9; INS-1E GSIS act: 28.0

What do the screens show for `COc1cc2c(c(O)c1OC)C1Cc3ccc(OC)c(OC)c3CN1CC2` (stereo not drawn)?
Cneo AK release: -0.8; C2C12 statin: 6.7; PGC1a acetyl inh: -2.3; PglD DTNB: -4.3; LGR2 antag: -6.0; INS-1E GSIS act: 5.6

Results for O=C1OCCN1C(=O)[C@H]1[C@H](c2ccccc2)C(c2ccc(F)cc2)=NN1c1ccccc1 ?
PAX8 reporter: 9.1; Cneo AK release: 2.7; C2C12 statin: 2.4; PGC1a acetyl inh: -8.2; PglD DTNB: 7.2; LGR2 antag: -7.4; INS-1E GSIS act: 0.6

How did Cc1cccc(-n2ncc3c(NCc4ccco4)ncnc32)c1 do in these assays?
Cneo AK release: -9.9; C2C12 statin: -80.5; PGC1a acetyl inh: -11.8; ARNT-TACC3 inh: -1.5; PglD DTNB: 0.5

Results for CCCCOC(=O)n1c(=O)oc2ccc(S(=O)(=O)N3CCCCC3)cc21 ?
PAX8 reporter: 4.1; Cneo AK release: 0.9; C2C12 statin: 3.0; PGC1a acetyl inh: 0.1; ARNT-TACC3 inh: -18.9; PglD DTNB: 0.5; LGR2 antag: -7.4; INS-1E GSIS act: -78.2

How did COc1ccc(C2(C)NC(=O)N(CC3CCCCC3)C2=O)cc1 (stereo not drawn) do in these assays?
PAX8 reporter: 3.8; Cneo AK release: -0.1; C2C12 statin: 0.9; PGC1a acetyl inh: -8.0; ARNT-TACC3 inh: -4.4; PglD DTNB: -2.1; LGR2 antag: -7.6; INS-1E GSIS act: -5.8

How did CCN(CC)c1ccc(/C=C(\C#N)C(=O)c2ccc(Br)cc2)cc1 do in these assays?
PAX8 reporter: 17.9; C2C12 statin: 1.4; ARNT-TACC3 inh: -5.6; LGR2 antag: -15.0; INS-1E GSIS act: -46.9

Overlap with the part before: four entries, followed by the next part.
How did Cc1cccc(-n2ncc3c(NCc4ccco4)ncnc32)c1 do in these assays?
Cneo AK release: -9.9; C2C12 statin: -80.5; PGC1a acetyl inh: -11.8; ARNT-TACC3 inh: -1.5; PglD DTNB: 0.5

Results for CCCCOC(=O)n1c(=O)oc2ccc(S(=O)(=O)N3CCCCC3)cc21 ?
PAX8 reporter: 4.1; Cneo AK release: 0.9; C2C12 statin: 3.0; PGC1a acetyl inh: 0.1; ARNT-TACC3 inh: -18.9; PglD DTNB: 0.5; LGR2 antag: -7.4; INS-1E GSIS act: -78.2

How did COc1ccc(C2(C)NC(=O)N(CC3CCCCC3)C2=O)cc1 (stereo not drawn) do in these assays?
PAX8 reporter: 3.8; Cneo AK release: -0.1; C2C12 statin: 0.9; PGC1a acetyl inh: -8.0; ARNT-TACC3 inh: -4.4; PglD DTNB: -2.1; LGR2 antag: -7.6; INS-1E GSIS act: -5.8

How did CCN(CC)c1ccc(/C=C(\C#N)C(=O)c2ccc(Br)cc2)cc1 do in these assays?
PAX8 reporter: 17.9; C2C12 statin: 1.4; ARNT-TACC3 inh: -5.6; LGR2 antag: -15.0; INS-1E GSIS act: -46.9

Results for O=C(Cc1n[nH]c(=O)c2ccccc12)NC(c1ccccc1)c1ccccc1 ?
PAX8 reporter: -23.7; Cneo AK release: 1.6; C2C12 statin: 2.7; PGC1a acetyl inh: -0.9; ARNT-TACC3 inh: -3.8; PglD DTNB: 3.0; LGR2 antag: -7.7; INS-1E GSIS act: 3.9

How did Cc1ccc(S(=O)(=O)Nc2ccc3c(c2)C(=O)N([C@@H](C)CO)C[C@@H](C)[C@@H](CN(C)CC2CC2)O3)cc1 do in these assays?
PAX8 reporter: -16.8; Cneo AK release: -1.4; C2C12 statin: -4.2; PGC1a acetyl inh: -5.7; ARNT-TACC3 inh: 0.3; PglD DTNB: -0.8; LGR2 antag: -10.1; INS-1E GSIS act: 20.8

What do the screens show for `O=C(Cc1ccncc1)Nc1ccc2c(c1)[C@H]1C[C@H](CC(=O)N3CCc4ccccc4C3)O[C@H](CO)[C@H]1O2`?
PAX8 reporter: -55.2; Cneo AK release: -26.2; C2C12 statin: -3.3; PGC1a acetyl inh: 2.5; ARNT-TACC3 inh: 17.1; PglD DTNB: -2.3; LGR2 antag: -1.2; INS-1E GSIS act: 5.1

How did O=C(Nc1ccc(Oc2ccccc2)cc1)C1CCCO1 (stereo not drawn) do in these assays?
C2C12 statin: 7.1; PGC1a acetyl inh: 7.3; ARNT-TACC3 inh: 12.5; LGR2 antag: -28.7; INS-1E GSIS act: -13.0

What do the screens show for `Cc1ccc(Cl)cc1N1CCN(S(=O)(=O)c2c(C(=O)N3CCOCC3)c(C)n(C)c2C)CC1`?
PAX8 reporter: 7.8; Cneo AK release: -0.3; C2C12 statin: 9.7; PGC1a acetyl inh: 2.3; ARNT-TACC3 inh: 20.1; PglD DTNB: 0.7; LGR2 antag: 7.8; INS-1E GSIS act: -11.3

What do the screens show for `CN(C)C(=O)[C@H]1[C@H](CO)[C@H]2Cn3c(ccc(-c4ccccc4F)c3=O)[C@@H]1N2C`?
PAX8 reporter: -9.6; Cneo AK release: -1.5; C2C12 statin: 0.7; PGC1a acetyl inh: -2.1; ARNT-TACC3 inh: 2.2; PglD DTNB: -1.8; LGR2 antag: 3.5; INS-1E GSIS act: 14.4

Results for Cc1cc(C)c(C#N)c(N2CCC(C(N)=O)CC2)n1 ?
PAX8 reporter: 5.4; ARNT-TACC3 inh: -4.5; LGR2 antag: 0.5; INS-1E GSIS act: -12.5

Results for COc1ccc(N2CCN(C(=O)c3ccccc3NS(=O)(=O)c3ccc(C)cc3)CC2)cc1 ?
PAX8 reporter: 1.2; Cneo AK release: 2.0; C2C12 statin: 1.9; PGC1a acetyl inh: -4.1; PglD DTNB: -0.8; LGR2 antag: -12.5; INS-1E GSIS act: -49.7

What do the screens show for `C[C@@H]1CN([C@H](C)CO)C(=O)c2cccc(NS(=O)(=O)c3cn(C)cn3)c2O[C@@H]1CN(C)CC1CC1`?
Cneo AK release: 1.8; C2C12 statin: 1.0; PGC1a acetyl inh: 11.9; ARNT-TACC3 inh: 4.1; PglD DTNB: -2.3; LGR2 antag: 9.7; INS-1E GSIS act: 10.8

Screening data: PubChem, Broad Institute
